# From PubChem
# 3T3 cytotox: NIH 3T3 cell cytotoxicity. NIH 3T3 viability, CellTiter-Glo ATP luminescence, 48-72 h. Potency, µM (highest dose often 96.7 µM), for inactives: at the top dose activity change, negative = cytotoxicity, usual class: inhibitors. hit rate 4.3% among 94,000. AID 1345082; also: potency is read from the fitted curve at half-maximal effect; nearly all actives have a fitted effect of over 55% in size
#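 First NIH 3T3 cells are plated at 400 cells/well; next compound is pinned in; then plates incubate 48 or 72 hr at 37 °C; finally CellTiter-Glo is added and luminescence read after 10 min.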
# SNCA expr inh: reduces expression of the alpha-synuclein gene. HEK-293 SNCA-luciferase knock-in, luminescence, 24 h. Potency, µM (doses to about 57.2 µM), for inactives: top-dose activity change, negative = inhibition, actives largely listed as inhibitors. hit rate 0.17% among 140,000. AID 1671194;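 also: potency is read from the fitted curve at half-maximal effect; plate controls were DMSO cells for no effect and cell-free wells for full effect; nearly all actives have a fitted effect of over 45% in size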
# IP6K1 inhibitor: blocks human inositol hexakisphosphate kinase 1; Q92551; IP6K1 kinase, ADP-Glo luminescence, 2 h; hits give low values; activity change, % (series mostly up to about 58 µM); hit rate 0.81% among 140,000; in the data active = activity change below about -25%
# Target sequence (Q92551 whole entry, looked up): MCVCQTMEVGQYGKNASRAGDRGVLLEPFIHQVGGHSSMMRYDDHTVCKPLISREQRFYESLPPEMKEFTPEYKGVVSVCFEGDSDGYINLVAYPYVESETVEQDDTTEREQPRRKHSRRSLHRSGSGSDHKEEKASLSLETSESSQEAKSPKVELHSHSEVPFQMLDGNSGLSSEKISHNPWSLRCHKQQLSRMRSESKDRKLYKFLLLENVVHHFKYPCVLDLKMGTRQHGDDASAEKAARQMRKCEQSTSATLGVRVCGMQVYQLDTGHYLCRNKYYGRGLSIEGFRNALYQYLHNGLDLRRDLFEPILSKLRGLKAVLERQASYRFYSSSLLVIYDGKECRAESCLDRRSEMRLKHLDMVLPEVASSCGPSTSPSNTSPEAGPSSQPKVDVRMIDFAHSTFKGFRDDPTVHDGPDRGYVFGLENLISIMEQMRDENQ
#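 ADP-Glo luminescence measures ADP made by human IP6K1 during a 2 h RT reaction with ATP/IP6 (mix at 1.3 mM/130 uM); top library doses 57.5 and 19.1 uM final.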
# GPT2 inh: inhibitors of human GPT2 alanine aminotransferase | Recombinant GPT2, coupled pyruvate oxidase/HRP Amplex Red fluorescence | Potency, µM (titrated, usually from 57.7 µM), for inactives: at the top dose activity change, negative = inhibition, actives largely listed as inhibitors | hit rate 0.25% among 100,000 | AID 1671188; also: potency is read from the fitted curve at half-maximal effect; nearly all actives have a fitted effect of over 60% in size; many of its hits are not listed in these tables
# Target sequence (Q8TD30 whole entry, looked up): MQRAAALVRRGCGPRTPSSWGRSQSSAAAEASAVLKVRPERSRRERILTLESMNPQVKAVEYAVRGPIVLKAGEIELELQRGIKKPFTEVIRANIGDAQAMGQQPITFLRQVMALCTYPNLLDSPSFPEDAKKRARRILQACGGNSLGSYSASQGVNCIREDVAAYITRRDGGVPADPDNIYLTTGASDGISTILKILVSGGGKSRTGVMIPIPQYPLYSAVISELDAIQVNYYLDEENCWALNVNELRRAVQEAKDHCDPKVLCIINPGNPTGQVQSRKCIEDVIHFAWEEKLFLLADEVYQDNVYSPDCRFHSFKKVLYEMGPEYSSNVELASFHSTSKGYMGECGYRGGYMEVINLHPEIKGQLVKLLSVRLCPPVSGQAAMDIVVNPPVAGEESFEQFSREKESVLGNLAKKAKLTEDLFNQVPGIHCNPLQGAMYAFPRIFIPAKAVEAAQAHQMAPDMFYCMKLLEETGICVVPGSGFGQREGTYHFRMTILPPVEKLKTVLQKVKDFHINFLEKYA
#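 Fluorescence of coupled pyruvate oxidase/HRP/Amplex Red system (50uM Amplex, 30 min, dark) reports pyruvate formed by GPT2. Enzyme reaction: 10ng/uL GPT2, 2mM L-alanine, 250uM a-KG, 30 min room temperature, pH 7.5; 50uM AOA control.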
# Luciferase inh: inhibitors of firefly (Photinus pyralis) luciferase. Potency, µM (series often up to 115 µM), without a hit: at the top dose activity change, negative = inhibition, hits mostly inhibitors. AID 1347043. hit rate 2.5% among 76,000. P08659. purified P. pyralis luciferase, luminescence, biochemical; also: potency is read from the fitted curve at half-maximal effect; nearly all actives have a fitted effect of over 65% in size
#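 Luminescence read by CCD imager after adding enzyme (10nM final) to wells holding compound, titrated in qHTS. Substrates 10uM each D-luciferin and ATP; buffer 50mM Tris acetate pH 7.5, 10mM Mg acetate, Tween-20, BSA.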
# HEK293 tox: kills HEK 293 cells. Potency, µM (highest dose often 115 µM), for the others: at the top dose activity change, negative = cytotoxicity, usual class: inhibitors. hit rate 6.6% among 94,000. HEK 293 viability, ATP luminescence (CellTiter-Glo), 48-72 h. AID 1345083; also: potency is read from the fitted curve at half-maximal effect; nearly all actives have a fitted effect of over 60% in size
#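 Cytotoxicity was scored by loss of ATP-coupled luminescence (CellTiter-Glo) in HEK 293 cells. Compound treatment ran 48 or 72 hr at 37 degree Celsius, 5% CO2, 95% humidity.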
# SNCA viab count: counter-screen for SNCA expression inhibitors: cell viability. HEK-293-SNCA-luc viability, GF-AFC fluorescence, 24 h. Potency, µM (series often up to 57.1 µM), for inactives: at the highest dose activity change, negative = cytotoxicity, actives largely listed as cytotoxic. hit rate 0.12% among 150,000. AID 1671193;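 also: potency is read from the fitted curve at half-maximal effect; 0% = DMSO-treated cells and -100% = medium-only wells without cells; nearly all actives have a fitted effect of over 30% in size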
#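 HEK-293-SNCA-luc cells (1500/well) plated 24 h, then exposed 24 h to a dilution series; GF-AFC added 30 min at 37C, fluorescence 405/540 nm; normalised to medium-only and DMSO wells, Hill fit.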
# An asterisk follows results filed as active; i = inactive; ? = inconclusive; . = not tested or not shown; & = joins results of further samples; [ ] = another dose, or the depositor's remark. Unless noted, calls follow the shape of the dose curve; as a rule, active = well fitted curve in the direction sought with a large enough effect; inconclusive = small, poorly fitted or top-dose-only effect, or another doubt; inactive = no such curve, though single readings can be large; an effect the other way counts as inactive or inconclusive. Unless noted, % is scaled to controls: 0 for no effect and ±100 for the full control effect. A portion of the library; the hit share may differ from the screen's.
SMILES,3T3 cytotox,SNCA expr inh,IP6K1 inhibitor,GPT2 inh,Luciferase inh,HEK293 tox,SNCA viab count
CCOc1cc(=O)n2c(c1C(=O)NCC1CCCCC1)CCCCC2,-10.3%,5.6%,-15.3,i,0.1%,-20.7%,5.0%
CCn1c(=O)cc(SCC(=O)Nc2ccc(C)c(F)c2)c2ccccc21,.,-9.2%,2.6,.,.,.,1.9%
CC(=O)N1CCC(Cc2ccc(C(=O)N3CCCCC3CN3CCCCC3)cc2)CC1 (stereo unspecified),-18.3%,-1.8%,2.2,-10.6%,.,-5.8%,1.5%
O=C(NCc1ccc(F)cc1F)c1ccc(N2CC3CC(C2)[C@H]2CCCC(=O)N2C3)nc1 (stereo partly specified),28.2µM*,-5.3%,16.4,i,-5.5%,-2.2%,0.3%
COc1ccc(-c2cc3c(=O)n(CCNC(=O)c4ccc(F)cc4)ccn3n2)cc1,-10.7%,7.6%,-1.0,i,?,?,-3.4%
CSCCNC(=O)c1cc(-c2ccc(Cl)cc2Cl)nc2c1cnn2C,?,1.2%,-3.5,-3.9%,.,?,-9.3%
CC(C)c1ccc(C(=O)NCc2ccnc3[nH]ccc23)cc1,?,28.1%[87.6 µM],-3.2,i,25.1µM*,?,-2.6%[87.6 µM]
COc1cccc(CNC(=O)c2cn3cc(-c4ccccc4)sc3n2)c1,?,38.0%,-6.6,-19.5%,.,?,4.0%
Cc1ccc(Cn2c(C3CCN(C(=O)c4ccc(F)c(Cl)c4)CC3)n[nH]c2=O)cc1,-30.7%,24.7%,-11.4,-0.3%,-5.9%,-11.0%,3.1%
CC(=O)Nc1ccc2c(c1)S(=O)(=O)N=C(CC(C)C)N2CC(C)C,-1.9%,-9.5%,5.2,-1.9%,4.4%,1.2%,-3.2%
O=C1NCc2ccccc2CC12CCN(Cc1cc(O)ccc1[N+](=O)[O-])C2 (stereo unspecified),i,7.0%,-6.1,i,.,i,?
COc1ccc(CNC(=O)CCc2c(C)nn(-c3ccc(N4CCOCC4)nn3)c2C)c(OC)c1,.,-5.5%,-11.0,.,.,.,6.2%
O=C(C1CC1)N(C1CCOCC1)C1CCN(S(=O)(=O)c2ccc(F)c(Cl)c2)CC1,-16.1%,11.5%,-4.5,-11.5%,4.3%,-25.4%,12.6%
Cc1ccc(CN2CCC(CN(C)C(=O)c3ccc(C4CCCN4)s3)CC2)o1 (stereo unspecified),?,0.2%,-1.8,i,3.3%,?,-13.2%
Clc1ccc(CN2CCN(c3ncnc4sc5c(c34)CCCC5)CC2)cc1Cl,.,-19.2%,-11.2,.,.,.,-1.2%
CC(C)(C)c1cc(C(=O)NCc2ccc(F)cc2)nn2cccc12,?,-11.0%,-0.4,-21.1%,.,?,4.5%
O=C(CCSCc1ccc(Cl)cc1)NCc1ccc(F)cc1Cl,.,24.0%,4.4,.,.,.,11.2%
COC[C@@H]1CN(C(=O)Cc2ccc(OC)cc2)C[C@H]1c1nc(C)no1,-4.8%,10.1%,-7.7,i,-2.3%,i,5.2%
CCOCc1nc(C2CCCN(C(=O)c3ccc(F)c(F)c3)C2)no1 (stereo unspecified),-3.6%,0.5%,18.0,3.8%,-1.3%,2.2%,15.9%[12.5 µM]
CN1CCCN(C(=O)CCC[C@@H]2[C@H]3CCCN4CCC[C@@H](CN2Cc2ccccc2)[C@@H]34)CC1,?,-3.1%,-6.3,i,3.1%,?,?
CCN(CCO)CCCOc1ccc2c(Nc3cc(CC(=O)Nc4cccc(F)c4)[nH]n3)ncnc2c1,.,3.4%,-8.5,-7.0%,.,.,-10.5%&3.5%
Cc1ccccc1N1CCN(C(=O)c2ccc(Cn3ccn4nc5c(c4c3=O)CCCC5)cc2)CC1,?,-18.6%,-7.9,0.8%,-3.0%,20µM*,?
CCC(=O)N1CCc2cc(S(=O)(=O)NC(CC(C)C)C(=O)NCCc3ccccc3)ccc21 (stereo unspecified),.,?,5.4,.,.,.,-3.3%
O=C(Nc1ccc(C(=O)OCc2cc(=O)n3c4c(sc3n2)CCCC4)cc1)c1cccc(F)c1,.,-10.8%,13.8,.,.,.,2.8%
CC(C)CC(=O)NCCc1noc(-c2ccncc2)n1,i,-12.1%,23.4,i,0.3%,1.6%,4.8%
Cc1c(C(=O)N(Cc2ccc(N(C)C)cc2)C2CCS(=O)(=O)C2)oc2ccccc12 (stereo unspecified),.,33.5%,19.9,.,.,.,?
CC1CCCCN1C(=O)Cn1c(SCC(=O)N(C)c2ccccc2)nc2ccccc21 (stereo unspecified),.,-11.8%,34.1,.,.,.,?
CC1=C[C@@H](CN2CCN(c3ccccc3)CC2)[C@H](C(C)C)C[C@H]1Cc1nnc(-c2cncn2C)o1,?,?,-3.1,1.8%,-6.3%,35.5µM*,-26.4%
CC(C)NC(=O)c1cccc2c1CCN2C(=O)C1CC1,?,-9.9%,2.8,-15.8%,-4.7%,2.6%,-6.3%
CN1C(=O)[C@@H]2C[C@@H](O)CN2C2(CN(Cc3ccc(F)cc3)C2)C1=O,2.1%[174 µM],16.2%[87.6 µM],3.5,i,-0.9%[172 µM],i,0.3%[87.6 µM]
Cc1cc(=O)n(CC(=O)Nc2cccc(Cl)c2C)c(N2CCN(c3ccccc3)CC2)n1,i,5.7%,-3.5,i,14.8%,-0.2%,10.2%
O=C(NCC1CCCCCC1)C1CCN(Cc2ccccc2-c2cccnc2)CC1,?,-7.0%,5.5,-10.0%,.,?,-7.7%
COCc1cccc(-c2ccc3c(n2)c(=O)ncn3Cc2ccccc2)c1,?,-27.1%[87.6 µM],14.6,0.2%[88.5 µM],13.7%[172 µM],?,-4.9%[87.6 µM]
COCCN1C(=O)CS(=O)C12CCN(C(=O)Nc1ccc3c(c1)OCCO3)CC2 (stereo unspecified),i,79.2%[activator],-7.8,-5.9%,?,-0.2%,13.2%
COc1ccc2c(CC(=O)Nc3ccc(C)cc3)coc2c1,.,66.7%[activator],-13.2,.,.,.,5.6%
Cc1ccc(CN2CCN(C3CCN(Cc4ccccn4)CC3)CC2CCO)o1 (stereo unspecified),i,-10.7%,4.4,-2.6%,-4.0%,i,-5.3%
COc1ccc(-c2cc(C[C@@H]3CC[C@H](O)[C@@H](CNC4CCN(C(C)=O)CC4)O3)no2)cc1,i,72.9%[activator],-3.5,i,-14.3%,3.9%,0.6%
COc1ccc(CCN2CCCC3(C2)C(=O)N(C)C(=O)N3C)cc1 (stereo unspecified),-27.0%,-29.6%,16.5,i,.,-4.4%,-5.1%
O=C1NC2(CCN(C(=O)OCc3ccccc3)C2)N=C1c1cccnc1 (stereo unspecified),-12.0%,-7.2%,4.7,?,0.1%,-18.7%,5.5%
CN(C)[C@@H]1CN(C(=O)c2ccccc2)CC[C@]1(O)c1ccccc1,i,0.6%,13.9,-3.2%,0.5%,-2.9%,4.2%
CC(C)(Oc1ccc(-c2nc3cc(Cl)ccc3s2)cc1)C(=O)O,.,.,-3.8,i,.,.,4.9%
Cc1cnc(-c2cccnc2)n1CC1CCNCC1,-1.5%,33.4%,24.6,i,3.9%,-4.2%,-3.1%
Cc1cccn2c(=O)c3cc(C(=O)NC(C)(C)C)n(C)c3nc12,.,22.5%,43.1,.,.,.,18.8%
O=C(C1CCc2ncc(-c3ccc(F)cc3)n2C1)N1CCOCC1 (stereo unspecified),-21.9%,25.6%,15.1,-3.9%,-4.9%,-9.4%,11.8%
Cn1cccc1C(=O)N1C[C@@H](Oc2ccccc2)C[C@H]1C(=O)N1CCOCC1,i,40.4%[activator],16.8,-3.4%,2.7%,-1.6%,-5.1%
Cc1ccc(S(=O)(=O)N2CCC(CC(=O)NCc3ccccc3)C2)cc1C (stereo unspecified),-25.9%,-21.2%,-2.0,1.0%,-1.5%,?,-12.2%[12.5 µM]
N#Cc1cc(-c2ccnc(Nc3ccc(N4CCOCC4)cc3)n2)ccc1OC1CCOCC1,.,.,-1.0,i,.,.,-33.6%
O=C([C@H]1CCCN1[S+](=O)([O-])c1cccs1)N1CCC(N2CCOC2=O)CC1,1.5%,-5.7%,-9.1,i,.,i,10.8%
CCc1ccc(-n2c(C)nnc2SCc2nc(-c3ccc(OC)cc3)no2)cc1,.,-19.9%,5.0,.,.,.,2.6%
CCn1cc(S(=O)(=O)NCC2COc3ccccc3C2)c(C)n1 (stereo unspecified),-23.1%,-3.8%,23.3,-4.5%,3.5%,-9.9%,8.2%
COc1ccc(C(=O)NCCNC(=O)c2ccc(-c3cccc(OC)c3)cc2)cc1,-22.6%,.,1.6,.,.,-2.8%,.
COCCCNC(=O)c1cc(-c2cccc(C(F)(F)F)c2)nc2c1cnn2C,-16.9%,5.0%,21.3,1.3%,.,-3.6%,3.4%
Cc1ccc(-n2c(C3CCN(C(=O)c4cc(-c5ccc(F)cc5)n[nH]4)CC3)n[nH]c2=O)cc1,?,-15.9%,-4.9,i,0.0%,-16.7%,1.6%
Cc1cccc(N2CCN(C(=O)CS(=O)(=O)Cc3nc(-c4ccccc4C)oc3C)CC2C)c1 (stereo unspecified),.,?,-3.1,.,.,.,-7.4%
Cc1ccc(CNC(=O)c2ccc3c(c2)N(Cc2ccccc2)C(=O)c2ccccc2S3(=O)=O)cc1,.,-4.5%,15.5,.,.,.,6.5%
O=C1CC2(CCN(C(=O)C3CCCN(C(=O)c4ccc(Cl)nc4)C3)CC2)Oc2ccccc2N1 (stereo unspecified),-4.6%,20.9%,-0.5,2.8%,.,-11.0%,-1.6%
O=C1CCN(CC(O)C(F)(F)F)c2ccccc2CN1Cc1ccccc1 (stereo unspecified),?,.,-6.2,.,.,?,.
COc1ccc(Cl)cc1C(=O)N1CCC(n2cc(-c3nc(C)no3)nn2)C1 (stereo unspecified),-18.9%,-14.5%,6.9,i,5.2%,6.9%,8.7%
Cc1ccc(C)c(Nc2nn3c(=O)c4ccc(C(=O)NCc5cccs5)cc4nc3s2)c1,.,?,-0.2,.,.,.,-15.9%
CC(=O)Nc1cccc(-c2nnc(SCC(=O)c3cc([N+](=O)[O-])ccc3Cl)o2)c1,.,-5.6%,-31.0*,.,.,.,?
CC(C)c1ccc(S(=O)(=O)N2[C@@H]3CC[C@H]2CC(NC(=O)c2ccncc2)C3)cc1 (stereo partly specified),-21.3%,23.2%,9.5,-7.0%,1.7%,?,1.3%
